High-throughput results as filed in PubChem.
POLK inh = DNA polymerase kappa (human) inhibition | Q9UBT6 | Potency, µM (doses to about 107 µM), for inactives: at the top dose activity, negative = inhibition, usual class: inhibitors | purified Pol kappa, fluorescent DNA synthesis assay, 10 min | 0.53% of 400,000 active; also: potency is read from the fitted curve at half-maximal effect; % is scaled to controls: 0 for no effect and ±100 for the full control effect
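Kinetic fluorescence screen: compound preincubated 15 min RT with 10 nM enzyme; 50 nM substrate (final) initiates; reads at 0/10 min.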
Pol beta inh = inhibitors of human DNA polymerase beta | Potency, µM (titrated, usually from 114 µM), for inactives: at the highest dose activity change, negative = inhibition, usual class: inhibitors | AID 485314 | 1.3% of 340,000 active | P06746 | Pol beta primer extension/strand displacement, fluorescence kinetic; also: potency is read from the fitted curve at half-maximal effect; % is scaled to controls: 0 for no effect and ±100 for the full control effect
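Human Pol beta at 10 nM; strand-displacement substrate 50 nM final. Compound exposure 15 min at room temperature before start, reaction 10 min at room temperature.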
Apoferritin bind = candidate novel general anesthetic via apoferritin binding; apoferritin/1-aminoanthracene competitive binding, fluorescence; P02791; AID 485281; 0.074% of 350,000 active; Potency, µM (highest dose often 77.5 µM), for inactives: at the top dose activity change, negative = displacement, hits mostly inhibitors; also: potency is read from the fitted curve at half-maximal effect; % is scaled to controls: 0 for no effect and ±100 for the full control effect; nearly all actives have a fitted effect of over 20% in size
Target sequence (P02791 2-175 limits assumed): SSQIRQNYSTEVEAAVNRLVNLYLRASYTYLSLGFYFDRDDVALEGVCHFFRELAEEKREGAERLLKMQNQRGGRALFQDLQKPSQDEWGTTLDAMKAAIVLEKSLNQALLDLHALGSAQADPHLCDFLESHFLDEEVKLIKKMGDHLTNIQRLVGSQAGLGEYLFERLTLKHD
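Horse-spleen apoferritin (10 uM) in 50% saturated 1-aminoanthracene in PBS was incubated 10 min at room temperature with compound. Fluorescence (ex 380, em 535 nm) was normalized to free and bound 1-AMA, with concentration-response fitted by a four-parameter Hill equation.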
ERG-DNA inh = blocks human ERG Ets domain binding to DNA; P11308; Potency, µM (doses to about 76.9 µM), without a hit: top-dose FP activity, negative = inhibition, usual class: inhibitors; fluorescence polarization, His-ERG Ets domain / labelled DNA; 0.028% of 370,000 active; active = well fitted inhibition curve with a large enough effect in the polarisation, with a control signal flat; inconclusive = small, poorly fitted or top-dose-only effect, or effect the other way, or a change in a side signal; inactive = no such curve, though single readings can be large or run the other way; the % refers to the polarisation;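 also: polarization taken with two DNA probes labelled with fluorescein and Texas red; potency is read from the fitted curve at half-maximal effect; % of control where 0% means no effect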
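His-tagged ERG Ets domain (1 uM in the protein solution; 300mM KCl, 50mM Tris-HCl, 1mM EDTA, 1mM DTT, pH 7.5) received compound, then a probe mix of 5 nM fluorescein-DNA and 100nM Texas-615-DNA. Fluorescence polarization was read for both dyes.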
ALOX12 inh = ALOX12 (human) lipoxygenase inhibition; P18054; purified 12hLO, xylenol orange hydroperoxide absorbance; Potency, µM (series often up to 108 µM), for inactives: top-dose activity change, negative = inhibition, hits mostly inhibitors; 1.1% of 580,000 active; also: potency is read from the fitted curve at half-maximal effect; % is scaled to controls: 0 for no effect and ±100 for the full control effect
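Hydroperoxide product was detected by ferrous iron/xylenol orange as the 573 to 405 nm absorbance ratio. Arachidonic acid at 40 uM (final) was turned over for 30 min at room temperature by 150 nM human 12hLO, pH 7.0 Hepes buffer, after 15 min compound preincubation.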
TRHR agonist = activates the human TRH receptor | P34981 | TRHR cells, calcium flux fluo-8, FDSS agonist mode | activation, % at 2 µM | 0.18% of 360,000 active | AID 493084; in the data active = activation above about 30%; also: 0% is about no effect
Target sequence (P34981 whole entry, looked up): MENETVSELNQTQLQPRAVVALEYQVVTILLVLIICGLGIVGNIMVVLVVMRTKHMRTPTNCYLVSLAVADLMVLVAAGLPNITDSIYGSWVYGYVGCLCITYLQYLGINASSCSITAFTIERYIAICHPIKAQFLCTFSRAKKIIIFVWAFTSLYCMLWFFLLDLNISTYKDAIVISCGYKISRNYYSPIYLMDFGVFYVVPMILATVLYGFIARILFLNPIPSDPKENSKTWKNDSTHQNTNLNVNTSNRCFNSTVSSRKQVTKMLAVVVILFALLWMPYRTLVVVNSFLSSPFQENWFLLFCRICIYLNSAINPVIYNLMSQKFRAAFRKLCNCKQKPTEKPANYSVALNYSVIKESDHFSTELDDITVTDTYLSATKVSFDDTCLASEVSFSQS
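Steps: seed TRHR cells overnight; add fluo-8 no-wash Ca dye, RT 30 min–1.5 h; record 10 s baseline; pin-transfer compounds; monitor fluorescence 1 cycle/s for the agonist window. Calcium increases flag candidate agonists.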
Pol iota inh = blocks human DNA polymerase iota activity | Potency, µM (doses to about 115 µM), for the others: at the top dose activity, negative = inhibition, usual class: inhibitors | Pol iota fluorescent replication assay, 10 min | AID 588590 | Q9UNA4 | 1% of 390,000 active; also: potency is read from the fitted curve at half-maximal effect
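Fluorescent replication assay read twice, at 0 min and 10 min after adding 50 nM (final) substrate. Enzyme (10 nM) and compounds were first incubated 15 min at room temperature; enzyme-free buffer wells were negative controls.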
BLM helicase inh = Bloom syndrome helicase (human) inhibition; 0.2% of 350,000 active; P54132; recombinant BLM DNA unwinding, fluorescence dequenching; Potency, µM (top dose mostly 56.1 µM), for inactives: top-dose activity change, negative = inhibition, most hits filed as inhibitors;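 also: potency is read from the fitted curve at half-maximal effect; plate controls were vehicle for no effect and no enzyme for full effect; nearly all actives have a fitted effect of over 35% in size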
APE1 inh = APE1 (human) endonuclease inhibition; P27695; recombinant APE1, TAMRA/BHQ-2 abasic DNA cleavage fluorescence; Potency, µM (highest dose often 65.8 µM), for the others: top-dose activity change, negative = inhibition, usual class: inhibitors; 0.35% of 350,000 active; AID 2517;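 also: potency is read from the fitted curve at half-maximal effect; plate controls were vehicle for no effect and reference inhibitor for full effect; nearly all actives have a fitted effect of over 55% in size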
Target sequence (P27695 whole entry, looked up): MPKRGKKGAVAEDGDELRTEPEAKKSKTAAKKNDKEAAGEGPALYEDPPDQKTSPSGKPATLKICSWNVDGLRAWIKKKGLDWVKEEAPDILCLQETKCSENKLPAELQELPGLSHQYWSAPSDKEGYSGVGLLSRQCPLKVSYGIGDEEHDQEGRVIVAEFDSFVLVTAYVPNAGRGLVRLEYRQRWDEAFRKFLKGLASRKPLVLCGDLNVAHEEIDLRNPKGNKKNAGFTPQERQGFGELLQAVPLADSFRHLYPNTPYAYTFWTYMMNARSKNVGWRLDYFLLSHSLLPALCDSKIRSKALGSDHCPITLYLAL
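Kinetic fluorescence read (525 ex/598 em nm, three reads 60 s apart) of AP-site incision; signal = third minus first read. Enzyme 0.75 nM, dual-labelled THF duplex 50 nM, compound preincubation 15 min RT.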
Starred values were filed as active, the others as inactive; ? = inconclusive; · = no result given; & = joins results of further samples; [ ] = another dose, or the depositor's remark. Unless noted, calls follow the shape of the dose curve; as a rule, active = well fitted curve in the direction sought with a large enough effect; inconclusive = small, poorly fitted or top-dose-only effect, or another doubt; inactive = no such curve, though single readings can be large; an effect the other way counts as inactive or inconclusive. This is a subset (hit frequency here may not be typical).

The opening 2 compounds as a preview:
structure,POLK inh,Pol beta inh,Apoferritin bind,ERG-DNA inh,ALOX12 inh,TRHR agonist,Pol iota inh,BLM helicase inh,APE1 inh
COc1ccc(C2CC(c3cccc(C)c3)n3nc(N)nc3N2)cc1 (configuration not stated),-14%,3%,6%,-5%,417%[activator],-0.4,10%,-2%,-1%
Cc1cc(=O)c(C(=O)Nc2cccc(N3CCCC3=O)c2)nn1-c1ccccc1Cl,-6%,·,·,2%,28%,-0.3,8%,·,3%

Results, from the first entry:
structure,POLK inh,Pol beta inh,Apoferritin bind,ERG-DNA inh,ALOX12 inh,TRHR agonist,Pol iota inh,BLM helicase inh,APE1 inh
COc1ccc(C2CC(c3cccc(C)c3)n3nc(N)nc3N2)cc1 (configuration not stated),-14%,3%,6%,-5%,417%[activator],-0.4,10%,-2%,-1%
Cc1cc(=O)c(C(=O)Nc2cccc(N3CCCC3=O)c2)nn1-c1ccccc1Cl,-6%,·,·,2%,28%,-0.3,8%,·,3%
CC1(C)C2CCC(C2)C1C/C=N/NC(N)=S (configuration not stated),5%,1%,-21%,2%[15.4 µM],?,0.1,13%,-2%,2%
CN(CCc1ccccc1)C(=O)c1ccc(NC(=O)Cc2ccc(NC(=O)C3CCN(C(=O)C4CC4)CC3)cc2)cc1,-1%,·,·,5%,?,·,0%,·,·
CCOc1ccccc1CNC(=O)CCCn1ncn2c(cc3occc32)c1=O,-7%&-18%,5%&21%,-15%&-7%,-4%&1%,-2%&-11%,0.5&-0.3,61%[activator],0%&-3%,-9%
Cc1nc(-c2cccc(NS(=O)(=O)c3cccc4ccccc34)c2)cs1,-10%,-1%,-15%,-9%,?,0.0,6%,-7%,-4%
CCc1cc(=O)oc2cc(C)cc(OC(C)C(=O)NC3CCN(Cc4ccccc4)CC3)c12 (configuration not stated),-3%,20%,-5%,7%,6%,0.2,-17%,-3%,29%
CCOC(=O)C1=C(COC(=O)CC(C)c2ccccc2)NC(=O)NC1C (configuration not stated),5%,·,·,1%,-1%,-0.1,66%[activator],·,4%
CC(=O)c1ccc(N2CCN(C(=O)CCCc3nc4ccccc4s3)CC2)cc1,-20%,19%,-3%,5%,0%,-0.8,0%,-14%,25%
Cc1ccccc1C(=O)Nc1ccccc1-c1nnn(CC(=O)Nc2ccc3c(c2)OCCO3)n1,-16%,9%,-10%,-1%,0%,1.2,6%,0%,1%
COc1ccc(N/C=C2/Sc3ccccc3NC2=O)cc1,-7%,-1%,-15%,-1%,-9%,-0.1,-4%,-1%,1%
O=C(CSc1n[nH]c(-c2cccnc2)n1)Nc1ccc([N+](=O)[O-])cc1Br,-4%,?,-7%,-4%,22%,0.4,80%[activator],-2%,62%[activator]
CC(=O)OCOC(c1ccc2ccccc2c1)P(=O)(OCOC(C)=O)OCOC(C)=O (configuration not stated),1%[19.4 µM],·,-3%,·,-7%,·,·,·,7%
COc1ccccc1CNC(=O)COC(=O)c1ccc(S(=O)(=O)N2CCCC2)cc1,-6%,13%,-13%,-10%,0%,-1.4,6%,-1%,3%
COc1ccc2nc(NC(=O)Cn3cnc4ccccc4c3=O)sc2c1,4%,-1%,-6%,5%,?,0.3,-21%,-7%,1%
COc1ccccc1/C=C/C(=O)c1ccc(Cl)cc1,-4%,6%,?,-5%,3%,0.3,?,-15%,-4%
O=C(NC(=S)Nc1ccc2cn[nH]c2c1)c1ccccc1,-9%,15%,-15%,2%,-22%,1.2,60%[activator],-5%,-3%
COc1ccc(NC(=O)c2[nH]ncc2[N+](=O)[O-])cc1,-2%,2%,-5%,7%,-18%,2.3,-8%,-4%,3%
CSc1ccc(CCNc2ncnc3onc(C)c23)cc1,-19%,8%,39%[activator],0%,0%,-1.0,-6%,2%,·
Cc1nn(-c2ccccc2)c(C)c1C(=O)OCC(=O)NC(=O)NC1CCCC1,-2%,-6%,?,-8%,-1%,-0.3,1%,-3%,-7%

Following part:
structure,POLK inh,Pol beta inh,Apoferritin bind,ERG-DNA inh,ALOX12 inh,TRHR agonist,Pol iota inh,BLM helicase inh,APE1 inh
COc1cc(NC(=O)c2ccc3nsnc3c2)cc(OC)c1OC,-14%,2%,-13%,18%,3%,-0.1,-4%,-5%,7%
CCCOc1ccc(Cc2nn[nH]n2)cc1,-13%,0%,-13%,0%,?,1.5,?,1%,-5%
CC(C)c1nc(SCC(=O)Nc2cccc(S(N)(=O)=O)c2)n[nH]1,-1%,?,-4%,-13%,0%,-0.8,-9%,-3%,2%
CCN(Cc1ccccc1)C(=O)c1cc2cc(OC)c(OC)cc2[nH]1,2%,3%,-7%,18%,9%,-0.7,123%[activator],-3%,0%
c1ccc2nc3c(nc2c1)CCc1nonc1-3,-4%,-3%,-12%,-4%,-11%,0.1,20%,1%,4%
CCOC(=O)c1ccc(NC(=O)CCc2c(C)nc3c(c(C)nn3C(C)(C)C)c2C)cc1,-8%,15%,-13%,-3%,-16%,1.0,?,-12%,·
O=C(NC1=NCCS1)c1ccc(Cl)c(S(=O)(=O)N2CCCC2)c1,1%,-13%,-14%,16%,2%,0.2,7%,-1%,25%
CS(=O)(=O)N(CC(=O)N1CCCCC1)Cc1ccc(Cl)cc1,-6%,8%,2%,1%,5%,0.1,12%,0%,-2%
COc1cc(NC(=S)N2CCN(CCO)CC2)c(OC)cc1Cl,1%,39%[activator],-4%,-18%,1%,-0.2,22%,-1%,20%
Cc1ccsc1C(=O)OCc1csc(-c2ccccc2)n1,-7%,-1%,-18%,3%,28%,-1.2,-4%,-7%,1%
CS(=O)(=O)N(CC(=O)NC1CCCC1)C1CCCCC1,-6%,71%,-5%,6%,?,0.1,40%[activator],-1%,8%
Cc1ccc(/C=N/NC(=O)c2ccc(C(=O)N/N=C/c3ccc(C)s3)o2)s1,0%,-14%,6%,11%,7%[57.4 µM],0.2,-10%[58.9 µM],-4%,3%
CCc1ccc(NC(=O)CC2C(=O)N(c3ccc(OC)cc3)C(=O)N2Cc2ccc(OC)cc2)cc1 (configuration not stated),-16%,45%,-1%,-1%,?,-0.1,32%[activator],-1%,·
COc1ccc(OC)c(Nc2nc(-c3sc(N)nc3C)cs2)c1,-10%,4%,-6%,6%,?,0.5,16%,-10%,-6%
Cc1cccc[n+]1CC(=O)c1ccc2c(c1)OCCO2,7%,21%,9%,7%,-1%,-0.1,-5%,-9%,2%
O=C(NCC1CCCO1)c1nn2cccnc2c1Cl (configuration not stated),-16%,-17%,5%,-6%,0%,0.8,8%,0%,5%
CC(=O)Oc1ccc(C(=O)Nc2nccs2)cc1,-13%,26%,-2%,6%,-19%[57.4 µM],-0.1,3%,-2%,-2%
Cc1cccc(C(=O)NCC(=O)N2CC=C(c3ccccc3)CC2)c1,-2%,·,·,11%,?,1.4,24%,·,-5%
C(=N\N1CCN(C2c3ccccc3-c3ccccc32)CC1)/c1ccccn1,-7%,0%,-16%,-10%,-5%,0.2,4%,-5%,-3%
COc1cc(OC)cc(-n2nnnc2SCC(=O)NC2CCCC2)c1,6%,4%,-17%,1%,230%[activator],-0.9,7%,-4%,-1%

Carrying on:
structure,POLK inh,Pol beta inh,Apoferritin bind,ERG-DNA inh,ALOX12 inh,TRHR agonist,Pol iota inh,BLM helicase inh,APE1 inh
N[C@@H](CSS(=O)(=O)O)C(=O)O,6%&0%&-8%[19.4 µM],·,3%&-12%,·,?,·,·,-4%,?
Cc1cc(C)c(NC(=O)CN2C(=O)c3cccnc3Sc3ccccc32)c(C)c1,0%,-3%,-13%,-1%,1%,-0.4,8%,-4%,·
NCCCCCNC(=O)/C=N\O,-5%,48%,-9%,6%,-3%,0.3,11%,1%,-14%
COCCn1cnnc1SCC(=O)Nc1sc2c(c1C#N)CCC2,-41%,·,·,7%,-16%,0.0,?,·,10%
Cc1ccc(OCC(=O)Nc2ccc3c(c2)OCCO3)cc1C,-13%,2%,-22%,16%,6%,-0.3,15%,-5%,8%
CCOC(=O)c1cc2c(=O)n3ccccc3nc2n(Cc2ccco2)c1=NC(=O)c1cccc(C)c1,-27%,-13%,-3%,-12%,-3%,5.0,?,-2%,·
C=C(C)CSc1nc2sc3c(c2c(=O)n1CCCC)CCCC3,12%,24%,1%,0%,-7%,-0.4,-7%,-1%,·
COc1ccc(CN2C(=O)c3cccnc3C2=O)cc1S(=O)(=O)N1CC(C)Oc2ccccc21 (configuration not stated),-19%,9%,-3%,-2%,-7%,13,-8%,-3%,-11%
CC(C)(C)c1ccc(-c2csc(NC(=O)CN3C(=O)NC4(CCCCC4)C3=O)n2)cc1,-4%,3%,-11%,-8%,0%,-0.3,14%,-3%,-2%
COc1ccc(-n2nc(C(=O)NCC(=O)N3CCCC(C)C3)c3ccccc3c2=O)cc1Cl (configuration not stated),-18%,-29%,?,-1%,39%[activator],0.0,31%[activator],-3%,-12%
Cc1ccc(OCC(=O)Nc2ccc(Cl)cc2)c([N+](=O)[O-])n1,-13%,·,·,14%,14%,0.7,18%,·,0%
CCN(CC)S(=O)(=O)c1cc(NC(=O)c2ccc(-n3cncn3)c([N+](=O)[O-])c2)ccc1C,-4%,7%,?,7%,3%,1.7,9%,-8%,-19%
O=C1OC(Nc2ccc3ncccc3c2)c2ccccc21 (configuration not stated),-7%[60.1 µM],-4%,-5%,·,22%,0.0,-1%,-4%,2%
Cc1ccc(NC(=O)c2nc3nccc(C)n3n2)cc1S(=O)(=O)N1CCCCC1,-3%,·,·,-13%,0%,·,4%,·,17%
COC(=O)c1ccc(CSc2nnc(NC(=O)C3CC(=O)N(c4ccc5c(c4)OCCO5)C3)s2)cc1 (configuration not stated),-28%,28µM*,-3%,-3%,-9%,-0.1,?,-13%,-4%
O=C(Cn1c(CO)nc2ccccc21)Nc1ccc2c(c1)OCCCO2,-3%,·,·,-14%,0%,0.0,-17%,·,7%
